S2 tox – reduces viability in counter-screen for ATXN expression inhibitors; S2 cells (HEK-293 line with an ATXN2-luciferase reporter) viability, CellTiter-Fluor protease fluorescence, 24 h; Potency, µM (titrated, usually from 56.7 µM), actives largely listed as cytotoxic; actives 0.49% (n = 400,000); AID 651635; note: nearly all actives have a fitted effect of over 40% in size
ATXN2 expr inh – reduces ATXN2 reporter expression in HEK-293 cells | HEK-293 ATXN2-luciferase reporter, luminescence, 24 h | actives 0.72% (n = 360,000) | AID 1745845 | Potency, µM (highest dose often 57 µM), without a hit: at the highest dose activity change, negative = inhibition, hits mostly inhibitors; note: % is set by controls: 0 for no effect and ±100 for the full control effect; nearly all actives have a fitted effect of over 55% in size
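qHTS (up to 57 uM final) was run with 24 h compound exposure of reporter cells at 37 °C. Each well was multiplexed: SteadyGlo luminescence measured ATXN2-luciferase expression after a fluorogenic Gly-Phe-AFC viability readout (25 uM final).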
HepG2 tox – HepG2 cytotoxicity, counter-screen for TGF-b inhibitors; HepG2 CAGA-GFP viability, ATP luminescence, 18 h; Potency, µM (highest dose often 46.1 µM), inactives show at the top dose activity change, negative = cytotoxicity, usual class: cytotoxic; actives 0.76% (n = 410,000); AID 588856; note: some results filed as inactive show a strong effect at the top dose
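HepG2 CAGA-GFP cells (1000/well, DMEM with 1% FBS) received compound, then TGF-beta at 500 pg/mL final, and were incubated 18 hours at 37 degrees C. Viability was read by CellTiter-Glo luminescence. Media-only wells were set as complete cell-killing and DMSO as no toxicity.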
EPAC2 antag – antagonists of human EPAC2; EPAC2 GEF exchange of Rap1B-BODIPY-GDP, fluorescence; AID 720708; Q8WZA2; actives 0.18% (n = 360,000); Potency, µM (top dose mostly 114 µM), inactives show at the highest dose activity, negative = inhibition, actives largely listed as inhibitors; note: % is set by controls: 0 for no effect and ±100 for the full control effect; nearly all actives have a fitted effect of over 45% in size; many of its hits are not listed in these tables
Target sequence (Q8WZA2 whole entry, looked up): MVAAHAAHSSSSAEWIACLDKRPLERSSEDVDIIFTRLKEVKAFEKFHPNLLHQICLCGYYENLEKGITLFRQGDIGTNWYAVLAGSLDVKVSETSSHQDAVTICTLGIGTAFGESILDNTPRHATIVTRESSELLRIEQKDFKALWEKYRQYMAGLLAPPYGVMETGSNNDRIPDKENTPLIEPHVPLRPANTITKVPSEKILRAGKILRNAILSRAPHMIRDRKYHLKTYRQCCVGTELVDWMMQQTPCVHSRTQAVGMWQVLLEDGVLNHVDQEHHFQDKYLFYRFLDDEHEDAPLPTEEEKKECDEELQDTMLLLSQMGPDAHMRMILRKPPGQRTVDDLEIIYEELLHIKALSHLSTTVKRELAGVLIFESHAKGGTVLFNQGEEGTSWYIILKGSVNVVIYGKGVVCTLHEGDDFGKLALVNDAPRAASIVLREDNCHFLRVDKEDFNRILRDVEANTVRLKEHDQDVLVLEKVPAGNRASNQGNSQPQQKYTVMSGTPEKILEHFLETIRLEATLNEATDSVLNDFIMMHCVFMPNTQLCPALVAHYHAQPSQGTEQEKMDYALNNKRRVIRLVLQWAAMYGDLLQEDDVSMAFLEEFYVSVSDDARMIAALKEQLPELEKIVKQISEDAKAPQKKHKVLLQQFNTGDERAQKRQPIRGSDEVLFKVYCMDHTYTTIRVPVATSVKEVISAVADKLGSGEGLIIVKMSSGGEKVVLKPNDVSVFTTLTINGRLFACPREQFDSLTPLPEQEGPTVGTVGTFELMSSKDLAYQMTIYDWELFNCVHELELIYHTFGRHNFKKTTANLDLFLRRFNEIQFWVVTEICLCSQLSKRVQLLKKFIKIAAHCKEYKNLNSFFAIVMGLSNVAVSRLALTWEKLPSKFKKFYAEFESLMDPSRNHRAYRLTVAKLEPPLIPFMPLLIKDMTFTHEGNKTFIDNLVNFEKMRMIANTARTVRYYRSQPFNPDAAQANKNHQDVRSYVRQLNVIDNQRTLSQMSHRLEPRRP
TGFb inhibitor – inhibitors of TGF-b signaling. HepG2 CAGA-GFP TGF-b/SMAD3 reporter, GFP fluorescence, 18 h; TGF-beta stimulated, 500 pg/mL final. Potency, µM (titrated, usually from 46.1 µM), for the others: at the top dose activity, negative = inhibition, hits mostly inhibitors. actives 1.2% (n = 410,000); note: % is set by controls: 0 for no effect and ±100 for the full control effect; nearly all actives have a fitted effect of over 65% in size
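TGF-beta reporter screen: HEPG2 CAGA-GFP, 1% FBS, 500 pg/mL TGF-beta final, 18 h; per-cell GFP summed per well; curves fitted and categorized by class.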
MCF10A rereplic – DNA re-replication induction in MCF 10a cells. MCF 10A DNA re-replication, Hoechst nuclear intensity, 48 h. Potency, µM (doses to about 46.1 µM), for the others: top-dose activity, positive = re-replication, hits mostly activators. actives 2.9% (n = 350,000). AID 624296; note: % of control where 0% means no effect; nearly all actives have a fitted effect of over 50% in size
A549 viability – kills or reduces viability of A549 cells in Nrf2 counter-screen; Potency, µM (titrated, usually from 46 µM), inactives show top-dose activity change, negative = cytotoxicity, actives largely listed as inhibitors; actives 0.16% (n = 390,000); A549 ARE-Fluc cells, CellTiter-Fluor viability, 18-24 h; AID 504648; note: % is set by controls: 0 for no effect and ±100 for the full control effect
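A549 ARE-Fluc cells in 5% FBS OPTI-MEM, 5000 cells/well, rested 2 h then exposed to compounds in concentration-response for 18-24 h at 37 °C. Viability by CellTiter-Fluor fluorescence (Ex 405/Em 525) after 30 min; luciferase luminescence (BugLite, 15 min, RT) read afterwards.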
Nrf2 activator – activates Nrf2 signaling | Potency, µM (series often up to 46.1 µM), inactives show top-dose activation, usual class: activators | AREc32 ARE-luciferase reporter (MCF7-derived line), luminescence, 24 h | AID 624171 | actives 0.31% (n = 410,000); note: % of control where 0% means no effect; nearly all actives have a fitted effect of over 65% in size
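ARE-driven firefly luciferase activity in AREc32 cells measured after a 24 hr compound exposure at 37 deg C, using Steady-Glo reagent and a 30 min room-temperature hold.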
Nrf2 inh – inhibitors of Nrf2 signaling. A549 ARE-Fluc reporter, luciferase luminescence, 18-24 h. Potency, µM (highest dose often 46 µM), for inactives: at the top dose activity change, negative = inhibition, actives largely listed as inhibitors. actives 2.1% (n = 360,000). AID 504444; note: % is set by controls: 0 for no effect and ±100 for the full control effect; nearly all actives have a fitted effect of over 60% in size
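A549 ARE_Fluc cells, 5000/well, 5% FBS OPTI-MEM; compounds in dose-response, 18-24 h at 37 °C/5% CO2; CellTiter-Fluor viability read (Ex 405/Em 525), then BugLite luciferase luminescence = Nrf2 activity.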
* hit, by the source's call; i = inactive; u = inconclusive; x = not tested or not shown; [ ] = another dose, or the depositor's remark. Calls come from the whole dose curve; as a rule, active = well fitted curve in the direction sought with a large enough effect; inconclusive = small, poorly fitted or top-dose-only effect, or another doubt; inactive = no such curve, though single readings can be large; an effect the other way counts as inactive or inconclusive. Potency is the fitted concentration of half-maximal effect. The list is partial, so the mix of outcomes need not match the whole.

cpd	Molecule	S2 tox	ATXN2 expr inh	HepG2 tox	EPAC2 antag	TGFb inhibitor	MCF10A rereplic	A549 viability	Nrf2 activator	Nrf2 inh
1	Cc1ncc([N+](=O)[O-])n1Cc1ccc(Cl)cc1	i	-17%	6%	-7%	11%	2%	11%	0.3%	-10%
2	CC(C)N1C(=O)N(c2cccc(Cl)c2)C(C)(O)CC1(C)C (stereo not drawn)	i	-7%	-1%	7%	1%	0%	-2%	-0.8%	0%
3	Cc1oc(C(=O)Nc2ccc(C(=O)O)cc2)cc1COc1ccccc1	i	32%	9%	5%	-13%	6%	x	2.2%	-24%
4	N#Cc1ccc(Oc2ccc(S(=O)(=O)N3CCCCC3)cn2)cc1	i	-25%	-13%	-7%	-22%	1%	0%	0.4%	-20%
5	CN1CCN(C(=O)CCN2C(=O)/C(=C/c3ccccc3Cl)SC2=S)CC1	u	43%[activator]	-29%	0%	u	5.8µM*	21µM*	u	u
6	Cc1cc(C)nc(Nc2ncc(O)n2-c2ccc(C)c(Cl)c2)n1	i	3%	-2%	12%	-8%	2%	-3%	-0.3%	0%
7	Cc1cccc(-n2c(C)nc3cc(C(=O)NCc4ccc5c(c4)OCO5)ccc32)c1	i	-5%	1%	-6%	-10%	-68%[inhibitor]	-1%	-0.1%	-21%
8	Cc1ccccc1NS(=O)(=O)c1ccc(OCC(=O)NCC2CCCO2)cc1 (stereo not drawn)	i	-12%	3%	-4%	-12%	-2%	4%	-1.2%	-5%
9	O=[N+]([O-])c1nn(-c2ccccc2)[n+]([O-])c1N1CCN(c2ccccc2)CC1	i	-22%	2%	2%	12%	5%	-4%	0.2%	9%
10	COc1ccc(NC(=O)CCCC(=O)O)cc1Cl	i	-20%	9%	-15%	-3%	-3%	2%	0.6%	12%
11	COc1ccc(CCN2C(=O)C3C4CC(C5C(C(=O)NN)=NOC45)C3C2=O)cc1OC (stereo not drawn)	i	-4%	1%	-5%	-1%	-19%	0%	-1.1%	x
12	COc1ccc(C(=O)c2ccccc2)cc1CN1CCOCC1	i	x	-33%	u	-4%	x	x	0.6%	x
13	COc1ccc(NC(=O)C2CCN(c3nc4ccccc4nc3C(F)(F)F)CC2)cc1	i	11%	8%	x	15%	x	1%	-0.8%	0%
14	CCOc1ccc(NC(=O)CSc2nnc(N)s2)c([N+](=O)[O-])c1	u	26%	-9%	-5%	0%	-33%[inhibitor]	-6%	3.0%	14%
15	O=C(O)Cn1cnc2scc(-c3ccccc3)c2c1=O	u	4%	-10%	4%	-2%	-2%	0%	10%	-13%
16	Cc1occc1C(=O)Nc1ccc2c(c1)OCO2	i	35%	-26%	7%	14%	1%	-1%	2.7%	u
17	O=C(NCCN1CCOCC1)/C(=C/c1ccco1)NC(=O)c1ccccc1	i	-2%	0%	-3%	0%	27%	3%	-0.8%	-5%
18	O=S(=O)(NCCc1cn(S(=O)(=O)c2ccccc2)c2ccccc12)c1ccccc1	x	x	4%	x	-4%	x	0%	x	11%
19	CCN(CC)CCOC(=O)c1ccc(NC(=O)Cn2ncc3c([nH]c4ccc(C)cc43)c2=O)cc1	u	-28%	-53%	x	22%	x	-10%	8.0%	-4%
20	COc1cc(C(=O)NC(C)c2cccc3ccccc23)cc(OC)c1OC (stereo not drawn)	i	0%	-5%	1%	2%	14%	-3%	4.0%	-16%
21	CN(C)c1cccc(C(=O)Nc2nc3ccc(S(=O)(=O)N4CCCC4)cc3s2)c1	u	u	-38%	x	-9%	x	-8%	-2.7%	x
22	Cc1ccc(C(=O)NC2CCc3ccccc3C2=O)cc1 (stereo not drawn)	i	71%[activator]	1%	1%	-10%	-6%	-15%	2.2%	u
23	C=CCN(C(=O)CNC(=O)c1ccco1)C(C(=O)NC1CCCC1)c1ccc(OC)cc1 (stereo not drawn)	i	-7%	18%	9%	21%	-3%	-10%	0.8%	3%
24	Cc1ccc(S(=O)(=O)N(Cc2ccccc2)c2ccccc2C(=O)Nc2ccccc2C(=O)NCc2ccco2)cc1	i	14%	0%	4%	-14%	3%	2%	2.7%	-20%
25	COc1cccc(-c2ccc3c(N)c(C(=O)c4ccc(F)cc4)sc3n2)c1	x	-24%	-74%	x	u	x	u	0.4%	-6%

Next structures follow:
cpd	Molecule	S2 tox	ATXN2 expr inh	HepG2 tox	EPAC2 antag	TGFb inhibitor	MCF10A rereplic	A549 viability	Nrf2 activator	Nrf2 inh
26	O=c1[nH]c(N2CCc3ccccc3C2)nc2c1CCC2	x	x	-10%	-4%	-3%	0%	-4%	0.3%	-11%
27	Cc1nn(C)c(Cl)c1CN1CCC(CO)(CCOc2ccccc2)CC1	i	-36%	-40%	0%	u	-3%	9%	1.8%	3%
28	Cc1cc(C)c2cc(N)c(Cl)nc2n1	x	9%	6%	-4%	16%	x	x	-1.0%	x
29	CCOC(=O)c1cnc2c(ccc3ccccc32)c1Nc1ccc(Cl)cc1	i	6%	-54%	x	-2%	x	1%	-0.4%	11%
30	S=C(Nc1ccccc1)N1CCN(C/C=C/c2ccccc2)CC1	i	-27%	-21%	8%	-25%	1%	10%	2.4%	-13%
31	C/C(=N\N=C1\NC(=O)C(CC(=O)Nc2ccc(C)c(Cl)c2)S1)C(C)C (stereo not drawn)	i	x	-1%	u	u	-8%	-12%	2.7%	u
32	CCOC(=O)N1CCN(Cc2nc3cc(NC(=O)CC(C)C)ccc3n2C(C)C)CC1	x	x	2%	x	x	x	-15%	-0.3%	23%
33	CC(SC1=NCCN1S(=O)(=O)c1ccccc1)c1ccccc1 (stereo not drawn)	i	-8%	-23%	u	-3%	u	0%	0.4%	u
34	O=c1cc(-c2ccc(OCc3ccccc3)cc2)oc2cc(OCc3ccccc3)cc(OCc3ccccc3)c12	i	20%	-2%	-1%	-21%	1%	-9%	4.8%	4%
35	O=C(c1ccc(Cl)c(S(=O)(=O)Nc2ccc(F)cc2)c1)N1CCN(c2ccccn2)CC1	i	10%	-23%	-6%	-20%	u	-9%	-0.1%	-25%
36	Cc1ccc([N+](=O)[O-])cc1S(=O)(=O)Nc1ccc(C(=O)NCc2ccccn2)cc1	i	-1%	-13%	-4%	3%	0%	-4%	0.1%	-8%
37	O=C(O)/C=C1\NC(=O)c2ccccc21	i	-4%	5%	-1%	u	-2%	-2%	-1.0%	-9%
38	CCOc1ncccc1C(=O)N1CCN(C(c2ccccc2)c2ccccc2)CC1	u	-31%	-25%	-15%	-4%	u	-18%	-0.4%	u
39	O=C(O)C1CSCN1S(=O)(=O)c1cccc2nsnc12 (stereo not drawn)	i	1%	6%	14%	26%	0%	-3%	-0.5%	x
40	COc1ccc(S(=O)(=O)Cc2ccc(C(=O)NC3CCCC3)o2)cc1	i	-10%	-3%	2%	9%	13%	-3%	-0.8%	-1%
41	COc1ccc(N(CC(=O)NC2CCCC2)C(=O)Cn2nnc(-c3ccc(F)cc3)n2)cc1OC	i	-8%	-15%	-6%	-2%	3%	8%	4.3%	1%
42	CCOc1ccc(CCNC(=O)CCCN2C(=O)c3ccccc3C2=O)cc1OCC	i	5%	-25%	9%	25%	0%	3%	0.3%	-2%
43	CC(C)(C)CC(C)(C)NC(=O)c1ccc2snnc2c1	i	-2%	-21%	2%	-10%	1%	0%	-0.3%	-4%
44	Cc1nn(C)cc1C(C)NC(=O)c1cc(COc2cccc3cnccc23)on1 (stereo not drawn)	i	-22%	-22%	-10%	12%	17%	-8%	-0.5%	10µM*
45	CCC(C)[C@H](NC(=O)N1CC(=O)Nc2ccccc21)C(=O)N1CCC[C@H]1C(=O)O (stereo partly drawn)	i	-9%	-8%	0%	2%	-10%	8%	3.2%	7%
46	COC(=O)c1[nH]c2ccc(Cl)cc2c1NC(=O)Oc1ccccc1	i	18%	3%	3%	-9%	5%	-12%	-0.6%	1%
47	COc1ccc(C(=O)NC2CC(C)(C)Cc3c2cnn3-c2ccccc2)cc1OC (stereo not drawn)	i	-3%	-16%	-5%	8%	1%	-6%	0.5%	-3%
48	O=C(O)c1ccc2c(c1)-c1cc(C(=O)O)ccc1S2(=O)=O	u	0%	0%	-1%	4%	2%	-2%	-0.1%	0%
49	Cc1ccc2occ(-c3nn[nH]n3)c(=O)c2c1	i	-1%	0%	1%	u	-4%	0%	-0.7%	7%
50	N#Cc1nc(Cc2cccc3ccccc23)oc1N1CCCCC1	i	3%	-18%	3%	-14%	u	10%	-0.6%	-28%

Following part.
cpd	Molecule	S2 tox	ATXN2 expr inh	HepG2 tox	EPAC2 antag	TGFb inhibitor	MCF10A rereplic	A549 viability	Nrf2 activator	Nrf2 inh
51	O=C(O)Cc1nc2nc3c(c(=O)n2[nH]1)CCCC3	i	-7%	-5%	11%	1%	2%	-14%	-0.3%	-4%
52	COc1ccc(C(=O)C2CCCN(S(=O)(=O)C(C)C)C2)c(C)c1 (stereo not drawn)	i	x	-6%	7%	-12%	0%	2%	-0.9%	u
53	COc1cc2c(cc1OC)CN(C(=O)Nc1ccccc1Cl)CC2	i	2%	-36%	-5%	-24%	17%	-1%	-0.2%	u
54	CN1CCN(c2ccccc2NC(=S)NC(=O)c2cc3ccccc3o2)CC1	x	u	-8%	9%	0%	14%	0%	0.0%	-5%
55	Cc1n[nH]c(C)c1S(=O)(=O)N1CCC(C(=O)N2CCn3c2nc2ccccc23)CC1	i	-1%	-4%	-1%	-1%	22%	-1%	12%	-17%

Structural class: the entries above with a thiophene ring, fused or not
cpd	Molecule	S2 tox	ATXN2 expr inh	HepG2 tox	EPAC2 antag	TGFb inhibitor	MCF10A rereplic	A549 viability	Nrf2 activator	Nrf2 inh
15	O=C(O)Cn1cnc2scc(-c3ccccc3)c2c1=O	u	4%	-10%	4%	-2%	-2%	0%	10%	-13%
25	COc1cccc(-c2ccc3c(N)c(C(=O)c4ccc(F)cc4)sc3n2)c1	x	-24%	-74%	x	u	x	u	0.4%	-6%

Compound activity as filed in PubChem BioAssay.
